# High-throughput results: PubChem BioAssay, National Center for Advancing Translational Sciences (NCATS)
# HCV inh = HCV inhibition; Huh7.5.1 HCVcc-Cre infection, luciferase reporter, 44 h; AID 651820; 340,000 compounds, 3.4% hits; Potency, µM (highest dose often 41.8 µM), without a hit: at the highest dose activity change, negative = inhibition, most hits filed as inhibitors; also: potency is read from the fitted curve at half-maximal effect
#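 Luciferase read-out (15 sec integration) after a 15 min room-temperature substrate step quantifies HCVcc-Cre infection. Cells, 1,000 per well, had compound added 4 h post-plating, then virus at ~0.5 moi, and were cultured 44 h.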
# AmpC detergent = AmpC beta-lactamase inhibition with detergent present; P00811; AmpC hydrolysis of nitrocefin, absorbance 480 nm, 0.01% Triton; Potency, µM (series often up to 114 µM), without a hit: at the highest dose activity change, negative = inhibition, hits mostly inhibitors; 370,000 compounds, 0.041% hits; AID 485294;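 also: potency is read from the fitted curve at half-maximal effect; 0% = no-compound wells and -100% = no-enzyme wells; nearly all actives have a fitted effect of over 25% in size; some results filed as inactive show a strong effect at the top dose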
# Target sequence (P00811 whole entry, looked up): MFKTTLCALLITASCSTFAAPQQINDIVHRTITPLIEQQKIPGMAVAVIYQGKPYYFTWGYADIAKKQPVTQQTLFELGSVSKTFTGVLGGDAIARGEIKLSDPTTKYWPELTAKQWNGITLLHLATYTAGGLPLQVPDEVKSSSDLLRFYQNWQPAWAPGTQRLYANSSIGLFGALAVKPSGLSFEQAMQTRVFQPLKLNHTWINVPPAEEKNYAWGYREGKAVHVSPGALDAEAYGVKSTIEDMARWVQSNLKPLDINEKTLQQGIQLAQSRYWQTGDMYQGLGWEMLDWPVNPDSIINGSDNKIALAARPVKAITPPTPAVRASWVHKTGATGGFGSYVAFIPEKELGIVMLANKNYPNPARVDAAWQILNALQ
#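 20 mM phosphate pH 7.0 + 0.01% (detergent screen) or 0.0001% Triton X-100; 5.3 nM AmpC reagent; cpd preinc 15 min RT; nitrocefin (800 uM stock) to start; A480 q20 s × 4 min; Activity was normalised to no-enzyme and no-compound control wells.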
# Giardia FBPA inh = Giardia lamblia aldolase inhibition; purified Giardia FBPA; Potency, µM (highest dose often 59.6 µM), without a hit: at the top dose activity, negative = inhibition, most hits filed as inhibitors; 290,000 compounds, 0.71% hits; also: potency is read from the fitted curve at half-maximal effect; nearly all actives have a fitted effect of over 55% in size
# Target sequence (A8B2U2 whole entry, looked up): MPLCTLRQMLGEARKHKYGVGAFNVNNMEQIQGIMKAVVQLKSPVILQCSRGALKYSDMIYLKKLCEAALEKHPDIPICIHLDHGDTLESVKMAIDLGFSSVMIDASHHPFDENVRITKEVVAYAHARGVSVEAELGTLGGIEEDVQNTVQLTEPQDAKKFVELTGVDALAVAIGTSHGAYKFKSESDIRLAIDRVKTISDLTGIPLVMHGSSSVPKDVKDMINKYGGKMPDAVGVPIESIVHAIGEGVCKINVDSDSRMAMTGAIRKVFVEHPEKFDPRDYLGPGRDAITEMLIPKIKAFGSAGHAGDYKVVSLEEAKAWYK
#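 Giardia FBPA (40 nM reagent) was preincubated 10 min at RT with compound (up to 57.5 uM final), then substrate plus GAPDH/TPI/NAD/arsenate coupling system with diaphorase/resazurin was added; resorufin fluorescence (525/598 nm) was read after 20 min.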
# Sm TGR block = inhibitors of Schistosoma mansoni thioredoxin glutathione reductase; Q962Y6; purified TGR, DTNB reduction, TNB absorbance 405 nm; Potency, µM (highest dose often 114 µM), inactives show top-dose activity change, negative = inhibition, usual class: inhibitors; 360,000 compounds, 3% hits; AID 485364; also: potency is read from the fitted curve at half-maximal effect; nearly all actives have a fitted effect of over 60% in size
#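 First, TGR (20 nM dispensed) and NADPH were mixed with compound. Second, a 15 min room-temperature incubation followed. Third, further NADPH and then DTNB were added to start the reaction. Finally, TNB absorbance was monitored kinetically.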
# HCMV antiviral = inhibitors of human cytomegalovirus | 410,000 compounds, 4.5% hits | HFF cells, HCMV-luciferase reporter, 72 h; active compounds read low | activity change, negative = inhibition, % at 57.5 µM; in the data active = activity change below about -60%; inconclusive = no clear call, values can overlap the other calls; inactive = above about -39%
#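 Two compound doses tested in HFFs infected with HCMV-luciferase, MOI 1 PFU/cell, 72 h at 37C. Lysate luminescence read with OneGlo; data normalized against buffer-only and 10uM Salinomycin inhibitor controls.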
# AmpC no deterg = AmpC beta-lactamase inhibition without detergent; P00811; AmpC nitrocefin hydrolysis, absorbance 480 nm, 0.0001% Triton; Potency, µM (top dose mostly 57.1 µM), for the others: at the top dose activity change, negative = inhibition, actives largely listed as inhibitors; 330,000 compounds, 0.52% hits;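 also: potency is read from the fitted curve at half-maximal effect; plate controls were no compound for no effect and no enzyme for full effect; nearly all actives have a fitted effect of over 20% in size; some results filed as inactive show a strong effect at the top dose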
#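 AmpC (5.3 nM in the dispensed reagent) in 20 mM phosphate pH 7.0 with 0.01% (detergent screen) or 0.0001% Triton X-100 was preincubated with compounds for 15 min at room temperature. Nitrocefin was then added from an 800 uM solution, and hydrolysis was followed at 480 nm.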
# An asterisk follows results filed as active; ? = inconclusive; nt = not tested or not shown; & = joins results of further samples; ! = repeats disagree; [ ] = another dose, or the depositor's remark. Unless noted, calls follow the shape of the dose curve; as a rule, active = well fitted curve in the direction sought with a large enough effect; inconclusive = small, poorly fitted or top-dose-only effect, or another doubt; inactive = no such curve, though single readings can be large; an effect the other way counts as inactive or inconclusive. Unless noted, % is scaled to controls: 0 for no effect and ±100 for the full control effect.
SMILES,HCV inh,AmpC detergent,Giardia FBPA inh,Sm TGR block,HCMV antiviral,AmpC no deterg
Nc1nonc1-n1nnc(C(=O)N/N=C/c2ccc(OCc3cccc(Cl)c3)cc2)c1CN1CCCCC1,7%,0%,-16%,5%,6,-44%
O=C(CSc1ncccc1C(=O)O)NCCC1=CCCCC1,1%,1%,9%,-3%,39,-15%
Clc1ccc(CSc2nnc(-c3ccncc3)o2)c(Cl)c1,12%,?,8%,0%,-34,1%
O=C(CCCNC(=O)c1ccc(Cl)cc1)NCc1ccccc1F,-5%,?,-8%,5%,3,-3%
CC(=O)N1CCC(N(C(=O)Nc2ccc(C)c(C)c2)C2CCCC2)CC1,3%,-1%,-1%,-2%,62,-8%
COc1ccc(-n2nc(C(=O)NCCc3ccc(Cl)cc3)c3c4ccccc4n(C)c3c2=O)cc1Cl,nt,3%,nt,9%,2,nt
S=C(NCC1CCCO1)NC12CC3CC(CC(C3)C1)C2 (configuration not stated),9%,?,3%,4%,13,-18%
CCN(CCO)C(=S)Nc1cc(C(=O)OC)ccc1C(=O)OC,3%,-12%,5%,5%,7,2%
O=C(Nn1c(-c2ccccc2)nc2ccccc2c1=O)C1CCC1,10%,?,1%,-6%,-19,-30%
Oc1c(N=Nc2ccccn2)ccc2ccccc12,2.5µM*,-9%,-15%,-4%,-101*,-15%
CC(C)OCCCNC(=O)c1sc(=S)n(C)c1N,3%,-10%,1%,?,12,-8%
CC(C)N(C(C)C)S(=O)(=O)c1ccc(Cl)nc1,12%,0%,4%,3%,0,-14%
Cc1ccc(CNC(=O)c2ccc3c(c2)c(C)c(C)n3Cc2ccccc2)o1,nt,7%,nt,?,0,nt
CCn1nnnc1SCC(=O)NC1Cc2ccccc2C1,-8%,0%,1%,2%,-33,-16%
Cn1c(Oc2ccc(Cl)cc2)nc2c1c(=O)n(Cc1ccc(F)cc1)c(=O)n2C,nt,8%,nt,-1%,-9,nt
COc1ccc(-c2cc(C(=O)Nc3c(C)nn(Cc4ccc(Cl)cc4)c3C)no2)cc1,?,6%,0%,1%,?,0%
Cc1ccc(-n2nc3c(=O)n(CC(=O)NCC(C)c4ccccc4)nc(C)c3c2C)cc1 (configuration not stated),nt,-7%,nt,-14%,?,nt
CC1CN(C(=O)c2ccc(NS(=O)(=O)c3ccc(F)c(F)c3)cc2)CC(C)O1 (configuration not stated),4%,0%,nt,1%,-16,-13%
COc1ccccc1C(=O)Nc1ccc(OCC(=O)N2CCCCC2C)cc1 (configuration not stated),5%,?,nt,-16%,-37,-7%
O=C(CN1C(=O)NC(c2ccccc2)(c2ccccc2)C1=O)c1c[nH]c2ccccc12,nt,1%,-28%,nt,nt,-34%
CCC(=O)n1nc(-c2ccccc2)nc1NCc1ccccc1,10%,2%,3%,3%,-6,-10%
COc1ccc(C(C)=O)cc1COC(=O)CNC(=O)c1ccc(F)cc1,1%,-10%,1%,?,22,-26%
Cc1nccn1CC(O)COC1CCCCC1 (configuration not stated),10%,-8%,-23%,9%,-22,-23%
CCOC(=O)c1c(S(=O)(=O)N2CCN(Cc3ccccc3)CC2)c(C)n(C)c1C,4%,-11%,-10%,-17%,-17,67%[activator]
C(=N\N1CCN(c2ccccn2)CC1)/C1=C(N2CCOCC2)C(=C/c2ccccc2)/CC1,?,-3%,0%,nt,2,1%

# Single records (already shown):
# CC(C)OCCCNC(=O)c1sc(=S)n(C)c1N reads HCV inh = 3%; AmpC detergent = -10%; Giardia FBPA inh = 1%; Sm TGR block = ?; HCMV antiviral = 12; AmpC no deterg = -8%
# COc1ccccc1C(=O)Nc1ccc(OCC(=O)N2CCCCC2C)cc1 (configuration not stated) reads HCV inh = 5%; AmpC detergent = ?; Giardia FBPA inh = nt; Sm TGR block = -16%; HCMV antiviral = -37; AmpC no deterg = -7%

# Next entries.
SMILES,HCV inh,AmpC detergent,Giardia FBPA inh,Sm TGR block,HCMV antiviral,AmpC no deterg
Cc1cccc(N=CC=C2OC(C)(C)C(C)(C)O2)c1,-8%,0%,0%,-2%,10,65%[activator]
COc1ccc2c(c1)c1c(c(=O)n(Cc3ccccc3)c(=O)n1CC(=O)Nc1c(C)cccc1C)n2C,nt,6%,nt,8%,-2,nt
CC(C)(C)C(=O)NNC(=O)c1cc2sccc2s1,14%,-8%,5%,11%,-19,30%
Cc1ccc2nc3c(cc(C(=O)NCc4ccco4)c(=N)n3Cc3ccco3)c(=O)n2c1,4.5µM*,1%,-3%,-10%[57.1 µM],-61*,-19%
Cc1ccc(CC2SC(=O)NC2=O)cc1Cl (configuration not stated),8%,?,-10%,2%,-26,-29%
Cc1cccc(N/C=C/c2onc(C)c2[N+](=O)[O-])c1,-2%,-3%,0%,-1%,119,nt
Cc1ccc(S(=O)(=O)NNC(=O)C2CCCCC2)cc1,4%,?,-1%,-11%,-11,-13%
CC(Sc1ccccn1)C(=O)Nc1ccc(S(N)(=O)=O)cc1 (configuration not stated),-1%,-2%,0%,8%,6,-9%
Cc1ccc2cc(C#N)c(N3CCCC3)nc2c1C,?,?,-16%,20µM*,42,-38%
O=C1N(Cc2cccc(Cl)c2)C[C@@H]2C[C@@H](c3cccn3-c3cccnc3)N3CCC[C@@]123,10µM*,9%,-2%,0%,-86*,124%[activator]
O=C(Nc1nccs1)c1ccc(COc2c(F)c(F)cc(F)c2F)cc1,?,-3%,2%,-3%,60,-35%
COc1cccc(CN2CCNC(=O)C2CC(=O)NCC(C)(C)N2CCOCC2)c1OC (configuration not stated),-13%,3%,nt,-5%,23,55%
CCc1ccc2[nH]c(C(=O)Nc3ccc4c(c3)OCO4)cc2c1,-22%,-2%,-13%,-10%,3,-48%
COc1cc2c(=O)n(CCC(=O)NCC3CCCO3)c(=O)n(CC(=O)Nc3ccc(C)c(C)c3)c2cc1OC (configuration not stated),-10%,1%&0%,-4%,13%&1%,83&1,188%[activator]
Cc1ccc(C)c(Cn2c(=O)c3c(nc4n3CCN4c3ccccc3)n(C)c2=O)c1,nt,1%,nt,1%,-8,nt
CCC(C)N(CC(=O)NCc1ccc(OC)cc1)C(=O)c1csnn1 (configuration not stated),-5%,?,?,-1%,?,-6%
Cc1ccc(Nc2nc(C)c(NC(=O)c3ccc(C)cc3)c(Nc3ccc(C)cc3)n2)cc1,nt,12%,nt,0%,-63*,nt
CCOC(=O)c1sc(NC(=O)C(CC)Sc2nnc3c4ccccc4n(CC)c3n2)nc1C (configuration not stated),13%,2%,4%,1%,-10,-19%
CN1CCCN(c2ccc([N+](=O)[O-])cc2)CC1,1%,6%,-3%,-5%,26,-19%
CN(C(=O)COC(=O)c1cc2ccccc2cc1O)c1c(N)n(Cc2ccccc2)c(=O)[nH]c1=O,36%[activator],-4%,nt,0%,-13,78%[activator]
O=C(c1ccco1)N1N=C(c2cccs2)CC1c1ccc(F)cc1 (configuration not stated),?,3%,-4%,?,5,-21%
COc1ccc(NC(C)C(=O)Nc2cccc(S(=O)(=O)N3CCOCC3)c2)cc1OC (configuration not stated),13µM*,nt,nt,nt,?,0%
COc1ccc(Cl)cc1NC(=O)COC(=O)c1ccc(Cl)nc1,?,?,nt,0%,54,-17%
Cc1ccc(NC(=O)NCCCCc2ccccc2)cc1,-13%,-2%,1%,-1%,-10,-31%
CCc1cc(C(c2ccccc2OC)N2CCOCC2)c(NC(=O)c2ccccc2)s1 (configuration not stated),?,-4%,nt,20µM*,46,-15%
# (cont.)
SMILES,HCV inh,AmpC detergent,Giardia FBPA inh,Sm TGR block,HCMV antiviral,AmpC no deterg
O=C(COc1ccc(-c2ccccc2)cc1)N1CCN(C(=O)c2cccs2)CC1,?,1%,-5%,-20%,?,-27%
COc1cccc(NC(=O)CN2C(=O)NC(C)(c3ccc(C)cc3)C2=O)c1 (configuration not stated),-3%,6%,-9%,5%,3,0%
CCOCCCNC(=O)c1cn(CC)c2ccc(S(=O)(=O)N(C)C3CCCCC3)cc2c1=O,-8%,-2%,10%,-11%,-33,189%[activator]
CC(C)[C@H](N)C(=O)OCCOCn1cnc2c(=O)[nH]c(N)nc21,0.5µM*!,?,-2%,?,-6&-27,-3%
Cc1ccc(-c2nc(CSc3nnc(C)n4c3cc3occc34)c(C)o2)cc1,nt,-9%,nt,1%,-9,nt
CCc1cccc(NC(=O)c2sc3nc[nH]c(=O)c3c2C)c1,nt,7%,nt,11%,31,nt
CCCNC(=S)N1CCC(NC(=O)C23CC4CC(CC(C4)C2)C3)CC1,-5%,?,4%,1%,20,-13%
CC(=O)Nc1ccc(NC(=O)c2ccc(COc3ccccc3)cc2)cc1,1%,?,4%,-20%,-22,-16%
Oc1ccc(Cl)cc1CNc1ccc(Br)cn1,?,-7%,-14%,1%,15,-59%
O=C(Nc1ccccc1F)c1ccco1,9%,-4%,-2%,-35%,-9,-14%
CCN1CCN(C(=S)Nc2ccccc2Cl)CC1,-10%,?,-5%,-4%,12,-10%
Cc1cc(C)n(CCNC(=O)CC2C(=O)NCCN2Cc2ccccc2C(F)(F)F)n1 (configuration not stated),8%,4%,-18%,35µM*,-2,96%[activator]
CCCCn1c(CN2CCN(C(=O)OCC)CC2)nc2c1c(=O)n(C)c(=O)n2C,-24%,-5%,-1%,-21%,-5,-5%
Cc1ccc(Cn2c(=O)n(-c3cc(C)cc(C)c3)c(=O)c3oc4ccccc4c32)cc1,nt,14%,nt,0%,2,nt
CC(C)(C)OC(=O)N1CCC[C@H]1C(=O)Nc1ccc(Br)cc1,1%,2%,4%,-21%,-34,-3%
O=C(Nc1ccc(Cc2ccncc2)cc1)C1CCC(N2C(=O)C3C4C=CC(C5CC45)C3C2=O)CC1 (configuration not stated),8.9µM*,-2%,11%,-8%,-85*,58%
O=C(Cn1ccc2ccccc2c1=O)NCCC(=O)N1CCN(c2ccccc2)CC1,1%,-9%,-5%,-6%,-34,41%
CCC(CC)c1nnc(NC(=O)/C=C/c2ccco2)s1,15%,-3%,-3%,-21%,27,-23%
COc1ccc(NC(=O)Cc2c(C(=O)O)n(C)c3ccccc23)cc1OC,16%,5%,0%,-4%,3,-18%
CNC(=O)c1ccccc1NC(=O)C1CC(=O)N(c2ccc(OC)cc2)C1 (configuration not stated),-8%,-12%,1%,7%[57.1 µM],-36,16%
CCOC(=O)C1(Cc2cccc(F)c2)CCN(C(=O)Cc2cccnc2)CC1,23%,2%,3%,-13%,-19,46%
CCOc1ccc(/C=C(\C#N)C(=O)NCC2CCCO2)cc1OCC (configuration not stated),-10%,?,1%,4%,34,21%
COc1cc(Cl)c(C)cc1NC(=O)CSc1ncc(S(=O)(=O)c2ccc(C(C)(C)C)cc2)c(=O)[nH]1,nt,-4%,nt,0%,43,nt
CCc1cccc(NC(=O)CCC(=O)N2CCSc3ccccc32)c1,-23%,3%&13%,-6%,29%&0%,-66*!,-17%

# Already shown: an excerpt of the list.
SMILES,HCV inh,AmpC detergent,Giardia FBPA inh,Sm TGR block,HCMV antiviral,AmpC no deterg
COc1cc(Cl)c(C)cc1NC(=O)CSc1ncc(S(=O)(=O)c2ccc(C(C)(C)C)cc2)c(=O)[nH]1,nt,-4%,nt,0%,43,nt
CCc1cccc(NC(=O)CCC(=O)N2CCSc3ccccc32)c1,-23%,3%&13%,-6%,29%&0%,-66*!,-17%
